Bioassay records deposited in PubChem BioAssay by several laboratories.
NPR1 activator: GC-A (human) enzyme activation | P16066 | activation, % at 10 µM | HEK293 GC-A cells, cGMP TR-FRET, EC30 ANP; 0% at EC30 ANP, 100% saturating ANP | AID 1671463 | 0.14% of 370,000 active; in the data active = activation above about 40%
ADAM17 inh: ADAM17 inhibition, QFRET primary screen | 0.83% of 370,000 active | inhibition, % at 6.95 µM | P78536 | recombinant ADAM17, EDANS/DABCYL FRET peptide cleavage | AID 720648;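 active = inhibition above the mean of compounds lying between control limits plus 3 SD, set per campaign, cut at about 8.5% in these data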;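 note: 0% = DMSO-only wells as the low control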
Target sequence (P78536 215-824 limits assumed): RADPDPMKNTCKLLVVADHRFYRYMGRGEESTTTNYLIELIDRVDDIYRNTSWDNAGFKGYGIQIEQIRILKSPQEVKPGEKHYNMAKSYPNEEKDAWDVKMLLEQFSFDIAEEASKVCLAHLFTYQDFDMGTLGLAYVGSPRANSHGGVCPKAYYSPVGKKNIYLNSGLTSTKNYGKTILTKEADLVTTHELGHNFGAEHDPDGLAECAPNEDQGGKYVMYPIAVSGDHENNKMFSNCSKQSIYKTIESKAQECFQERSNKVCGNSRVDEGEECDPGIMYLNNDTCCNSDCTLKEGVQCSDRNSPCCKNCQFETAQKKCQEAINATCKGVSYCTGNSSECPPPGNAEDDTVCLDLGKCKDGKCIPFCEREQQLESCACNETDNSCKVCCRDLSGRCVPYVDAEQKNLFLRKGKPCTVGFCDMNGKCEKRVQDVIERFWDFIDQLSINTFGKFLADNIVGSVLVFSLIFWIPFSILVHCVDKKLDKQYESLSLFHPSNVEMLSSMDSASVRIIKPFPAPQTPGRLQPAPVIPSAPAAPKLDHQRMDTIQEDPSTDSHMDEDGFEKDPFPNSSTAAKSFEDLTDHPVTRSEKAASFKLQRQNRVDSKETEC
hgDAF12 agonist: hgDAF-12 agonism, primary luciferase screen. HEK293 GAL4-hgDAF12 UAS-luciferase reporter, agonist luminescence; normalized to butyrate control. activation, % at 6.8 µM. 1.8% of 370,000 active. AID 687014;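 active = activation above a cutoff set at the mean of all screened compounds plus 3 SD, cut at about 10% in these data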;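 note: 0% = DMSO wells and 100% = sodium butyrate wells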
SMARCA2 activ: activators of SMARCA2 function; MG213 cells, MMTV-luciferase reporter, dexamethasone, overnight; activation, % at 9.1 µM; 1% of 370,000 active; AID 652017; in the data active = activation above about 7.8%;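 note: 0% = vehicle wells and 100% = reference activator wells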
hcDAF12 agonist: H. contortus DAF-12 activation, primary screen. HEK293 hcDAF-12 lit1-tk-luc reporter, luminescence; 0% DMSO, 100% Δ7-dafachronic acid. activation, % at 6.8 µM. 1.4% of 370,000 active. AID 652067;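 active = activation above the mean of all tested compounds plus 3 SD, cut at about 5.5% in these data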;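 note: 100% = response to 3 µM Δ7-dafachronic acid high control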
DAX1 inh-1: inhibitors of human orphan nuclear receptor DAX1 (NR0B1); P51843; HEK293 Gal4-DAX1 luciferase reporter, luminescence; 0.99% of 340,000 active; AID 504766; inhibition, % at 6.75 µM;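 active = inhibition above the mean over all tested compounds plus 3 SD, cut at about 4.2% in these data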;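 note: 0% = DAX1-transfected cells with DMSO and 100% = empty-vector control cells with DMSO; inhibition shows as a rise in luminescence from relieved DAX1 repression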
Target sequence (P51843 207-470 limits assumed): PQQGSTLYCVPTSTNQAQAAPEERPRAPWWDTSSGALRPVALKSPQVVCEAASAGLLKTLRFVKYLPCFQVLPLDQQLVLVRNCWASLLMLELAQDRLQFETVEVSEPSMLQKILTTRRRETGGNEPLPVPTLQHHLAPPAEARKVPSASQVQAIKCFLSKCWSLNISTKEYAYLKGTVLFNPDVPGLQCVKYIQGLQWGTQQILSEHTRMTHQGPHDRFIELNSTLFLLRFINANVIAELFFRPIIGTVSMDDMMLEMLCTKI
DAX1 inh-2: DAX1 (NR0B1) inhibition, primary screen. HEK293T StAR-luciferase reporter, SF-1/DAX-1 repression relief. inhibition, % at 6.8 µM. 1.1% of 370,000 active. AID 652010;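 active = inhibition above the mean over all tested compounds plus 3 SD, cut at about 3.6% in these data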;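 note: 0% = DAX-1 cells with DMSO and 100% = cells lacking DAX-1 with DMSO; higher inhibition means more luminescence from relief of DAX-1 repression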
FXN GAA850 act: increases GAA850 frataxin promoter reporter activity. HEK293 lucGAA850 FXN promoter luciferase reporter, 24 h; percent of 10 µM SAHA response. activation, % at 6 µM. 0.56% of 360,000 active;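 active = activation above the average of all compounds screened plus 3 SD, cutoff fixed separately per campaign, cut at about 7.5% in these data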;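 note: 0% = DMSO wells and 100% = 10 µM SAHA wells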
PG9 Ab binder: binds the HIV-1 gp120 antibody PG9; 0.43% of 360,000 active; inhibition, % at 6.7 µM; TR-FRET gp120-PG9 antibody binding; AID 624416; in the data active = inhibition above about 8.5%
ADAM10 inh: inhibitors of human ADAM10; O14672; recombinant ADAM10, EDANS/DABCYL FRET peptide cleavage, 3 h; 0.62% of 370,000 active; inhibition, % at 7 µM;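 active = inhibition above a per-campaign cutoff equal to the mean of compounds falling between control-based bounds plus 3 SD, cut at about 20% in these data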;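 note: 0% = DMSO wells while the 100% control is not disclosed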
ssDAF-12 act: activates DAF-12 receptor from parasite S. stercoralis; AID 652126; 1% of 370,000 active; HEK293 ssDAF-12/GRIP1 lit1-tk-luc reporter, luminescence; % of 3 µM dafachronic acid response; activation, % at 6.8 µM;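 active = activation above the mean over all tested compounds plus 3 SD, cut at about 0.9% in these data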;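 note: 0% = DMSO-only wells and 100% = 3 µM delta7-dafachronic acid wells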
An asterisk follows results filed as active; nt = no result given. No enrichment for hits; about 6.8% have a hit in one of these screens.

SMILES | NPR1 activator | ADAM17 inh | hgDAF12 agonist | SMARCA2 activ | hcDAF12 agonist | DAX1 inh-1 | DAX1 inh-2 | FXN GAA850 act | PG9 Ab binder | ADAM10 inh | ssDAF-12 act
COc1ccc(Br)cc1/C=N/N1C(=O)CSC1=S | -1 | -6 | -0.2 | -2 | 7.1* | -0.6 | 0.4 | 2.0 | -2.1 | 6 | 0.4
CCCCCCCCCCOC(=O)C[N+](C)(C)CC1CCCCC1O (centres undefined) | 13 | 1 | -1.7 | -6 | 1.2 | 1.6 | 0.3 | 2.3 | -2.4 | -4 | -1.0
NC(=O)C1CCN(c2ccc(S(=O)(=O)N3CCCCC3)cc2[N+](=O)[O-])CC1 | -1 | 1 | -2.3 | -2 | -1.5 | -1.2 | -0.5 | -0.9 | -0.9 | -4 | -1.4
COc1ccccc1N(Cc1ccccc1)S(=O)(=O)c1cccc(C(=O)Nc2ccc(C(C)=O)cc2)c1 | -3 | 1 | 8.0 | 6 | 12* | 1.2 | 0.6 | 5.3 | -2.0 | -2 | 0.0
C=CCC1(C#N)C(SC)=NC2=C(C(=O)CC(C)(C)C2)C1c1ccc(Br)cc1 (centres undefined) | -18 | 4 | 2.6 | 0 | 0.5 | 0.6 | -0.9 | 2.7 | -0.6 | 7 | -1.6
NS(=O)(=O)c1cc(C(=O)NNC(=O)c2ccc3c(c2)OCO3)ccc1Cl | -1 | -3 | 0.2 | -1 | 0.2 | 0.1 | -0.1 | -0.3 | 0.2 | -3 | -1.1
CCOC(=O)[C@@H]1[C@H]2COc3ccc(Br)cc3[C@@H]2N2C(=O)N(c3ccc(C)cc3)C(=O)[C@]12C | 0 | -1 | -0.9 | 0 | -0.4 | 0.8 | 0.2 | -1.3 | 0.8 | 9 | -0.9
O=C(c1ccc2c(c1)C(=O)N(CCCO)C2=O)c1ccc2c(c1)C(=O)N(CCCO)C2=O | 0 | -2 | -0.4 | 1 | 0.1 | -1.5 | 0.4 | 0.6 | -5.6 | 5 | -0.8
CCCNC(=S)NNC(=O)c1cc(-c2cccnc2)nc2ccccc12 | 0 | -9 | -0.6 | -1 | 1.1 | 0.7 | -0.2 | 0.8 | -1.9 | -21 | -0.8
CCCC(C)NC(=O)COc1ccc(S(=O)(=O)c2ccc(OCC(=O)NC(C)CCC)cc2)cc1 (centres undefined) | 0 | -2 | -0.7 | -4 | -0.8 | 0.0 | 0.0 | 1.3 | -0.9 | 1 | -1.2
COC(=O)c1nc(NC(=O)c2ccc(Br)cc2)n[nH]1 | 4 | -3 | -1.9 | -2 | 3.2 | 1.4 | 0.4 | 0.7 | 0.6 | 0 | 0.7
CCCc1nc2ccc(Cl)cn2c1Cc1ccc(C)cc1 | 1 | -6 | 8.1 | -2 | 3.8 | nt | 1.4 | nt | -0.6 | -32 | -0.2
Cc1ccc(S(=O)(=O)N2CCOCC2)cc1C(=O)NCc1cccs1 | -1 | -2 | -2.3 | -4 | 2.8 | 0.4 | -0.1 | 0.0 | -1.6 | 3 | -0.6
COc1ccccc1N1CCN(C(=O)c2ccc(C(C)(C)C)cc2)CC1 | 0 | -3 | 0.9 | 1 | -1.1 | -0.8 | -0.4 | 0.6 | 1.5 | 8 | -0.8
Cc1ccc(C(=O)N2CCN(Cc3ccccc3)CC2)o1 | -2 | 0 | 0.7 | 3 | 0.9 | -0.2 | -0.6 | 2.6 | -0.8 | 3 | -0.9
CC1(C(=O)O)CCC(C(=O)Nc2ccc(S(N)(=O)=O)cc2)C1(C)C (centres undefined) | 0 | -3 | 0.0 | 1 | 1.8 | -0.8 | 0.2 | 0.9 | 0.2 | 5 | -1.4
COc1ccc(CC2(CO)CCN(Cc3ccc(NC(C)=O)cc3)CC2)cc1 | 2 | -1 | -1.1 | -1 | 0.0 | -0.7 | -0.7 | 1.8 | -1.5 | 2 | -0.7
COC(=O)CSc1nc(C2CC2)cc(C(F)(F)F)c1C#N | -14 | -3 | 1.1 | -4 | -1.2 | 0.5 | -0.3 | 1.7 | 0.3 | -14 | -1.0
COc1ccc(-c2nc(N)n[nH]2)cc1OC | 1 | 1 | -0.1 | 1 | -1.7 | 1.2 | 0.3 | -0.2 | -0.9 | 4 | -0.9
Cc1cc(N/N=C/c2cccc(Br)c2)nc2ccccc12 | -3 | 0 | 6.0 | 12* | 3.2 | 0.1 | 0.6 | 6.2 | -0.6 | -1 | -0.8
COc1ccc(CN(C)C(=O)c2ccc(NC(=O)CC3SC(N4CCCCC4)=NC3=O)cc2)c(OC)c1 (centres undefined) | 3 | -2 | 3.3 | 0 | -2.0 | 0.0 | -0.5 | 2.0 | 0.4 | -14 | -1.8
Cc1ccccc1C(=O)Oc1ccc(-c2csnn2)cc1 | -2 | 1 | 1.0 | 2 | 1.0 | 0.7 | 0.4 | -1.6 | -1.4 | 1 | 0.4
Cc1ccc(Cl)cc1N1CCN(CC(O)COC(C)C)CC1 (centres undefined) | 0 | -4 | -1.6 | -2 | -1.4 | 2.6 | 0.1 | 0.4 | -1.6 | -4 | -1.5
COc1ccccc1N1CCN(C(c2cccs2)C(C)NC(=O)c2cccnc2)CC1 (centres undefined) | 2 | -2 | -3.5 | 1 | 0.1 | -0.9 | 0.3 | -1.3 | -1.4 | -13 | -1.0
COc1ccc(CC(=O)NNC(=O)c2cc(Cl)ccc2OC)cc1 | 0 | 0 | -0.8 | -1 | -1.3 | 0.4 | 1.4 | 0.8 | 1.0 | 4 | -1.1

Next results.
SMILES | NPR1 activator | ADAM17 inh | hgDAF12 agonist | SMARCA2 activ | hcDAF12 agonist | DAX1 inh-1 | DAX1 inh-2 | FXN GAA850 act | PG9 Ab binder | ADAM10 inh | ssDAF-12 act
CCN(CC)C(=O)CC[C@@H]1CC[C@]2(CCCN(Cc3cccc4ccccc34)C2)O1 | 2 | 0 | 0.7 | -2 | -2.7 | nt | -0.6 | nt | nt | 3 | -1.6
C/C(=N\NC(=O)C(N)=O)c1cccc(C(F)(F)F)c1 | -1 | 1 | 2.9 | -1 | -0.8 | 0.3 | 0.4 | 0.8 | -1.8 | -2 | -1.4
CCCCC(=O)NC(Nc1nc(C2CC2)cs1)(C(=O)OCC)C(F)(F)F (centres undefined) | 2 | 0 | 2.1 | -3 | -1.4 | 0.4 | -0.5 | -0.1 | -0.9 | -1 | -1.0
C[N+](=O)C1C(=O)Nc2ccccc21 (centres undefined) | -4 | -7 | 1.2 | -4 | -1.9 | nt | 0.6 | nt | -2.6 | -8 | 0.1
CC(C)(C)N1CC(C(=O)O)CC1=O (centres undefined) | -2 | -1 | -2.5 | -3 | -1.1 | -0.8 | -0.5 | 3.6 | -0.6 | 3 | -0.5
CCCC1OC(c2ccco2)OCC1CC (centres undefined) | 0 | -3 | 2.8 | 1 | 0.7 | -1.8 | -0.4 | 2.2 | -1.7 | -7 | -1.2
O=C(NCC1CCCO1)c1ccc2c(=O)n(Cc3ccco3)c(SCC(=O)N3CCCC3)nc2c1 (centres undefined) | -4 | 3 | -0.9 | 0 | -1.1 | 0.6 | -0.8 | -3.0 | 0.3 | -2 | -1.2
CC(C)CC(=O)N(c1nnc(-c2cccnc2)s1)C1CCCC1 | -2 | -2 | 2.8 | 5 | 0.5 | -0.2 | 0.3 | 2.3 | -1.5 | -6 | -1.4
O=C(N1CCCCC1)C12CC3CC(C1)CC(C(=O)N1CCCCC1)(C3)C2 | 0 | -3 | -1.0 | -1 | -2.2 | 0.2 | -1.0 | 0.4 | -0.2 | 2 | -1.1
CCN(CC)CCOC(=O)c1ccc([N+](=O)[O-])cc1 | 1 | 1 | -1.6 | -1 | -0.8 | 2.5 | -0.5 | 0.6 | -1.7 | 4 | -1.3
COc1ccc(CCNc2oc(-c3ccc(C)cc3)nc2C#N)cc1OC | -1 | -97 | -1.0 | -1 | 1.4 | 0.5 | -0.5 | 2.3 | 0.4 | -417 | -1.9
CN(CC(=O)NCc1cccs1)S(=O)(=O)c1cccc2cccnc12 | -3 | 0 | 6.7 | 0 | -0.6 | 1.5 | 0.1 | -0.9 | -2.1 | -5 | -1.6
O=C1NC(NS(=O)(=O)c2ccc(Cl)cc2)(C(F)(F)F)C(=O)N1c1ccccc1 (centres undefined) | 2 | -3 | -0.6 | -1 | -0.8 | 0.2 | -0.3 | 3.1 | -0.5 | 6 | -0.7
Cn1c(=N)n(CC(O)c2cccs2)c2ccccc21 (centres undefined) | -8 | 3 | -1.5 | -3 | 0.5 | 1.5 | 0.4 | 1.9 | 1.8 | 9 | -0.6
C[C@@H]1CC=C[C@H]2[C@H]1C(=O)N(Cc1ccccc1)[C@H]2c1cccc([N+](=O)[O-])c1 | -10 | -2 | -3.8 | -1 | -2.7 | -1.1 | -0.3 | 1.9 | -1.2 | 6 | -1.1
O=C(NCc1ccco1)C1CCN(c2ccc(N3CCOCC3)nn2)CC1 | 1 | -123 | -6.5 | -4 | -3.1 | 0.0 | -1.4 | 0.8 | -0.2 | -482 | -2.2
CS(=O)(=O)c1ccc(-c2cccc(NC(=O)COc3ccc(Cl)cc3)c2)nn1 | -12 | -1 | -0.4 | 5 | 0.3 | -0.5 | -0.1 | 2.4 | -1.0 | 6 | -1.1
CC1(C)CC(=O)C(C=NCCN2CCN(C(=O)CC3CCCC3)CC2)=C(O)C1 | 3 | -4 | -1.5 | 0 | -1.7 | -1.3 | 0.0 | -2.2 | -0.8 | -1 | -1.3
NC(=O)C1CC(=O)N(c2ccc(OCC(=O)Nc3ccccc3F)cc2)C1 (centres undefined) | -4 | -5 | 6.7 | 3 | 4.1 | 0.9 | 2.8 | 1.6 | 1.0 | -19 | 0.5
Cc1ccc(S(=O)(=O)N2CCN(C(=O)N3CCOCC3)CC2)c(C)c1 | 2 | -1 | 2.6 | -2 | -0.5 | -1.1 | -0.7 | 0.7 | -2.2 | -1 | -1.0
CN(C)c1nc(NCc2ccccc2)nc(SCC(=O)Nc2ccccc2Cl)n1 | 4 | 0 | -2.8 | 2 | -2.7 | -0.8 | 0.3 | 2.1 | -2.8 | 6 | 0.5
CC(NC(=O)Nc1cccc([N+](=O)[O-])c1)(C(F)(F)F)C(F)(F)F | 1 | -1 | -0.9 | 0 | -1.6 | 0.7 | -0.1 | -1.3 | -2.7 | -3 | -1.7
Cc1nc2c(O)c3c(c(O)c2nc1C)C1C=CC3CC1 | -3 | 8 | -6.1 | -10 | -1.5 | -6.1 | -6.1 | -15 | -0.5 | -5 | -0.8
COc1ccc(C(=O)COC(=O)CNS(=O)(=O)c2ccc(C)cc2)cc1 | -3 | 0 | -1.0 | -2 | 1.7 | -0.9 | 0.0 | -3.1 | -1.5 | -7 | -1.1
CC(=O)Nc1ccc2c(c1)C(=O)N(c1ccc(C)cc1)C2=O | -4 | -5 | 4.4 | 1 | 1.6 | 1.2 | -0.1 | 1.5 | 1.5 | -1 | -0.4

Of the compounds above, these contain an NH in an aromatic ring:
SMILES | NPR1 activator | ADAM17 inh | hgDAF12 agonist | SMARCA2 activ | hcDAF12 agonist | DAX1 inh-1 | DAX1 inh-2 | FXN GAA850 act | PG9 Ab binder | ADAM10 inh | ssDAF-12 act
COC(=O)c1nc(NC(=O)c2ccc(Br)cc2)n[nH]1 | 4 | -3 | -1.9 | -2 | 3.2 | 1.4 | 0.4 | 0.7 | 0.6 | 0 | 0.7
COc1ccc(-c2nc(N)n[nH]2)cc1OC | 1 | 1 | -0.1 | 1 | -1.7 | 1.2 | 0.3 | -0.2 | -0.9 | 4 | -0.9
